PI4K2A inh – blocks human PI4K2A kinase activity | Q9BTU6 | purified PI4K2A, ADP-Glo luminescence, 1 h; active compounds read low | activity change, negative = inhibition, % at 76.9 µM | 420,000 compounds, 0.13% hits | AID 1346378; in the data active means activity change below about -50%; inconclusive means mostly about -30% to -49%;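 further: -100% = wells without enzyme as full effect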
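In this quantitative HTS, ADP production by PI4K2A was quantified luminescently after 1 h at ambient temperature; 100 microM adenosine served as plate-quality control.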
USP1-UAF1 inh – inhibitors of human USP1/UAF1 deubiquitinase; O94782; recombinant USP1/UAF1, Ub-Rhodamine cleavage fluorescence; Potency, µM (titrated, usually from 57.1 µM), inactives show at the highest dose activity change, negative = inhibition, most hits filed as inhibitors; 390,000 compounds, 0.23% hits; AID 743255; further: potency means the concentration at half of the fitted maximal effect; on the % scale 0 is the no-effect control and ±100 the full control effect; nearly all actives have a fitted effect of over 60% in size; inactives centre near -12
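USP1/UAF1 complex at 1 nM was preincubated with compound for 15 min at room temperature, then Ub-Rho substrate (150nM final) was added. Fluorescence (480/540 nm) was read kinetically, 6 reads every 60 seconds.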
IDH1 R132H inh – blocks human mutant IDH1 R132H enzyme; O75874; IDH1-R132H enzyme, NADPH consumption, diaphorase/resazurin fluorescence; Potency, µM (doses to about 76.6 µM), for inactives: top-dose activity change, negative = inhibition, actives largely listed as inhibitors; 390,000 compounds, 0.093% hits; AID 602179; further: potency means the concentration at half of the fitted maximal effect; on the % scale 0 is the no-effect control and ±100 the full control effect; nearly all actives have a fitted effect of over 65% in size
Target sequence (O75874 whole entry R132H, stated change not applied): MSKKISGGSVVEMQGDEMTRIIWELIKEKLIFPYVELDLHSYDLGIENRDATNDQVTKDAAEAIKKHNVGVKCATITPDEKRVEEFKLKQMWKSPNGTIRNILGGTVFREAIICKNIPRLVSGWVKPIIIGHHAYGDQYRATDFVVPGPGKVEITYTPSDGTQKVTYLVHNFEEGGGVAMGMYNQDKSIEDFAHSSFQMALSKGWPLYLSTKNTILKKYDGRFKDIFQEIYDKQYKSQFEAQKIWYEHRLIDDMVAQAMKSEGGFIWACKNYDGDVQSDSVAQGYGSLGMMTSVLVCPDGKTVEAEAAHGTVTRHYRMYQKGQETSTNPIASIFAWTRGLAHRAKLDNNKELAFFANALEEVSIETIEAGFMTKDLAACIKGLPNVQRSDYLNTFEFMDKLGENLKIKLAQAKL
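IDH1-R132H (0.5 ug/mL dispensed) in pH 7.5 Tris buffer was preincubated 30 min with compound, then given a substrate mix of 0.016 mM NADPH and 2 mM alpha-KG for 80 min at room temperature; remaining NADPH was read by diaphorase/resazurin fluorescence.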
Glioma ERSR ind – inducers of ER stress response in human glioma cells; U87-MG GRP78 promoter luciferase reporter, 16 h; Potency, µM, for the others: at the top dose activation, hits mostly activators; 420,000 compounds, 0.02% hits; AID 602332; further: potency means the concentration at half of the fitted maximal effect; series mostly up to about 76 µM; % of control where 0% means no effect; nearly all actives have a fitted effect of over 35% in size
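Stably transfected U87-MG glioma cells carrying a GRP78-based luciferase sensor; 16 h compound incubation. Luminescence end-point read 10 min after Bright-Glo addition at room temperature.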
TrxR1 substrate – substrates of rat thioredoxin reductase 1. O89049. purified TrxR1 substrate turnover, NADPH consumption readout. Potency, µM (doses to about 114 µM), for the others: at the top dose activity change, negative = substrate turnover. 390,000 compounds, 0.01% hits; further: potency means the concentration at half of the fitted maximal effect; on the % scale 0 is the no-effect control and ±100 the full control effect; nearly all actives have a fitted effect of over 50% in size
Target sequence (O89049 whole entry, looked up): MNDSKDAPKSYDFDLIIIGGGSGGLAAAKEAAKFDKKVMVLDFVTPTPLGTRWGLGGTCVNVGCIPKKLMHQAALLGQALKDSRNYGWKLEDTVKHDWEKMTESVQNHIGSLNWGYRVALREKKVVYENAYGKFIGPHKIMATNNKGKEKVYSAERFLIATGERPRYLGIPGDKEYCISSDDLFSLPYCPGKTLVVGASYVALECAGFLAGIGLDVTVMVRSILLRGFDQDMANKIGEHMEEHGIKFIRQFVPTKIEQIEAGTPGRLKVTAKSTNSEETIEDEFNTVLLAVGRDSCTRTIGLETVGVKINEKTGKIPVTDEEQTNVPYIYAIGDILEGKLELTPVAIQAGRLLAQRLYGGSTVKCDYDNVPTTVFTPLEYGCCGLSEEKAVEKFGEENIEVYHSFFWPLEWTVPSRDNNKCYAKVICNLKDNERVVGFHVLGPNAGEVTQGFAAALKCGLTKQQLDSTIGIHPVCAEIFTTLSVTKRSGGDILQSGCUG
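Rat TrxR1, dispensed at 90 nM, was prereduced with 400 uM NADPH (final) for 5 min at ~22 deg C, then incubated with compound 15 min before 400 uM selenite. A first-read NADPH fluorescence drop versus no-compound background flagged substrates.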
LDHA inh – LDHA (human) enzyme inhibition. P00338. purified LDHA, NADH/diaphorase-resazurin fluorescence; active compounds read low. activity change, % (values are at about 110 or 230 µM). 480,000 compounds, 0.15% hits. AID 1347041; in the data active means activity change below about -30%; inconclusive means mostly about -25% to -30%;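 further: plate controls were DMSO wells for no effect and wells without enzyme for full effect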
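LDH5 2 nM; NADH 0.06 mM, pyruvate 0.2 mM; 200 mM Tris pH 7.4, EDTA, Tween-20; 5 min RT. Detection: diaphorase 0.133 mg/mL + resazurin 37 µM, fluorescence ex540/em590 at 0 and 20 min; normalized to enzyme-free and DMSO wells.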
RXFP1 ag – RXFP1 (human) receptor agonism; Q9HBX9; HEK293T-RXFP1 cAMP TR-FRET, 30 min; response scale: percent of porcine relaxin response, buffer zero; Potency, µM (series often up to 57.5 µM), for inactives: top-dose activation, hits mostly activators; 370,000 compounds, 0.3% hits; further: potency means the concentration at half of the fitted maximal effect; on the % scale 0 is the no-effect control and ±100 the full control effect; nearly all actives have a fitted effect of over 60% in size; many of its hits are not listed in these tables
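Agonist response is measured as cAMP accumulation in an RXFP1-transfected HEK293T line under PDE4 inhibition. Values are scaled between buffer-only and 29 nM porcine relaxin, and EC50s come from standard Hill equation fits.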
Vif-APOBEC3G blk – Vif-A3G binding inhibition. Q9HC16. HeLa A3G-eYFP + Vif (tagged APOBEC3G with the HIV-1 protein that degrades it), YFP fluorescence, overnight. Potency, µM (highest dose often 46.1 µM), without a hit: top-dose activity, negative = active, most hits filed as inhibitors. 410,000 compounds, 0.076% hits. AID 602310;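 further: potency means the concentration at half of the fitted maximal effect; on the % scale 0 is the no-effect control and ±100 the full control effect; nearly all actives have a fitted effect of over 60% in size; hits raise eYFP signal because A3G escapes Vif-driven loss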
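Read-out is eYFP fluorescence (Ex 488/Em 500-530) from Vif-expressing HeLa A3G-eYFP cells; more signal means A3G escaped Vif-mediated degradation. Cells plated overnight, compound pinned in, incubated overnight at 37 deg C.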
Vif-A3F inh – inhibitors of Vif-A3F interaction; HeLa A3F-eYFP + Vif (tagged APOBEC3F with the HIV-1 protein that degrades it), YFP fluorescence increase; Potency, µM (top dose mostly 46.1 µM), for inactives: at the highest dose activity, negative = active; 390,000 compounds, 0.2% hits; AID 602313; further: potency means the concentration at half of the fitted maximal effect; % of control where 0% means no effect; nearly all actives have a fitted effect of over 65% in size
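HeLa cells stably expressing A3F-eYFP plus Vif, plated and incubated overnight at 37 deg C, then exposed to compounds overnight at 37 deg C. Blocked degradation read as raised yellow fluorescence (Ex 488/Em 500-530).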
Starred values were filed as active, the others as inactive; ? = inconclusive; / = not tested or not shown; & = joins results of further samples; [ ] = dose if it differs, or a comment. Unless noted, the call rests on the fitted dose curve; in most records, active means well fitted curve in the direction sought with a large enough effect; inconclusive means small, poorly fitted or top-dose-only effect, or another doubt; inactive means no such curve, though single readings can be large; an effect the other way counts as inactive or inconclusive.

compound	PI4K2A inh	USP1-UAF1 inh	IDH1 R132H inh	Glioma ERSR ind	TrxR1 substrate	LDHA inh	RXFP1 ag	Vif-APOBEC3G blk	Vif-A3F inh
O=C(CN1C(=O)NC2(CCc3ccccc32)C1=O)Nc1ccccc1Cl (stereo not drawn)	-1	-25%	14%	-5%	2%	-4	/	-2%	-6%
O=c1[nH]c(=O)n(C2CCCCC2)c(O)c1C1=Nc2ccccc2SC(c2ccc(Cl)cc2)C1 (stereo not drawn)	-4	5%	/	/	-4%	-2	-0.6%	/	/
Cc1cc(C)nc(Nc2nc(C(N)CCc3ccccc3)cs2)n1 (stereo not drawn)	0	/	/	-5%	/	-6	/	?	/
CC(C)(C)c1nnc2cccc(Cl)n12	3	-17%	9%	1%	-3%	-3	2.1%	-1%	8%
CCOCN(C(=O)Cn1c(CO)nc2ccccc21)c1c(C)cccc1CC	2	-7%	3%	-4%	4%	-12	-0.1%	-1%	-5%
NC1=NC2(CCCCCC2)n2c(nc3ccccc32)N1	-2	-16%	2%	-5%	3%[57.1 µM]	-13	-2.0%	-3%	0%
COc1ccc(CC(=O)O/N=C(\N)c2ccncc2)cc1	0	-22%	0%	5%	4%	0	1.5%	-11%	7%
COc1cc(C(=O)Nc2cccc(OCc3cc(=O)n4cc(C)sc4n3)c2)cc(OC)c1OC	0	-8%	-4%	-5%	6%	5	15%	1%	1%
CCOc1ccc(NC(=O)c2cnc3ccccn3c2=O)cc1	-9	-4%	-2%	-1%	-2%	-11	5.3%	0%	-7%
COc1cc(CN2CCC(CO)(CCOc3ccccc3)CC2)cc(OC)c1	0	-7%	-6%	-6%	2%	-2	-0.7%	1%	4%
Cc1ccc(-n2nc3c(N4CCC(C(=O)N5CCC(C(N)=O)CC5)CC4)nnc(C)c3c2C)cc1	2	-23%	-3%	2%	3%	-5	14%	-1%	-2%
CN(C)c1ccc(NC(=O)c2cccc(N3C(=O)CCC3=O)c2)cc1	2	1%	8%	-1%	-1%	17	2.2%	-1%	0%
COc1ccc(C2C(C#N)=C(N)N(c3cccnc3)C3=C2C(=O)CC(C)(C)C3)cc1OC (stereo not drawn)	2	-12%	7%	-3%	-5%	8	2.0%	-5%	7%
N#CCSc1nnc(SCC#N)s1	6	-3%	5%	-4%	0%	-3	0.0%	1%	1%
COC(=O)C1=C(C)NC2=C(C(=O)CCC2)C1c1cccc(C)n1 (stereo not drawn)	-1	-7%	3%	-2%	127%[activator]	3	5.2%	-1%	-1%
CSC1=C(C#N)C(=O)NC(c2ccc(Cl)cc2)S1 (stereo not drawn)	-2	-5%	-9%	-1%	-7%[57.1 µM]	-11	-1.3%	-6%	-1%

Entries of single compounds as entered above. Screens in order: PI4K2A inh | USP1-UAF1 inh | IDH1 R132H inh | Glioma ERSR ind | TrxR1 substrate | LDHA inh | RXFP1 ag | Vif-APOBEC3G blk | Vif-A3F inh
CCOCN(C(=O)Cn1c(CO)nc2ccccc21)c1c(C)cccc1CC is entered as 2 | -7% | 3% | -4% | 4% | -12 | -0.1% | -1% | -5%
O=C(CN1C(=O)NC2(CCc3ccccc32)C1=O)Nc1ccccc1Cl (stereo not drawn) is entered as -1 | -25% | 14% | -5% | 2% | -4 | / | -2% | -6%
N#CCSc1nnc(SCC#N)s1 is entered as 6 | -3% | 5% | -4% | 0% | -3 | 0.0% | 1% | 1%
NC1=NC2(CCCCCC2)n2c(nc3ccccc32)N1 is entered as -2 | -16% | 2% | -5% | 3%[57.1 µM] | -13 | -2.0% | -3% | 0%
Cc1ccc(-n2nc3c(N4CCC(C(=O)N5CCC(C(N)=O)CC5)CC4)nnc(C)c3c2C)cc1 is entered as 2 | -23% | -3% | 2% | 3% | -5 | 14% | -1% | -2%

Returning to the listing; the two compounds before the break are reprinted first.
compound	PI4K2A inh	USP1-UAF1 inh	IDH1 R132H inh	Glioma ERSR ind	TrxR1 substrate	LDHA inh	RXFP1 ag	Vif-APOBEC3G blk	Vif-A3F inh
COC(=O)C1=C(C)NC2=C(C(=O)CCC2)C1c1cccc(C)n1 (stereo not drawn)	-1	-7%	3%	-2%	127%[activator]	3	5.2%	-1%	-1%
CSC1=C(C#N)C(=O)NC(c2ccc(Cl)cc2)S1 (stereo not drawn)	-2	-5%	-9%	-1%	-7%[57.1 µM]	-11	-1.3%	-6%	-1%
COc1ccc(C(=O)NCC(=O)OCC(=O)N2CCN(S(=O)(=O)c3ccccc3)CC2)cc1	-2	1%	5%	3%	-3%	-3	0.3%	2%	-1%
CC(C)CC1NC(=O)N(CC(=O)N2c3ccccc3NC(=O)C2(C)C)C1=O (stereo not drawn)	2	6%	13%	-1%	2%	-5	0.9%	1%	6%
O=C(c1ccc(F)cc1)N(NC(=O)C(O)(c1ccccc1)c1ccccc1)c1ccccc1	-22	-4%	3%	-3%	-1%[57.1 µM]	-4	1.7%	-2%	7%
CCCC(=O)OCC(=O)NCc1ccc(Cl)cc1	-2	-16%	8%	-3%	-7%[57.1 µM]	0	-0.3%	-1%	3%
Cc1cc(Nc2ccccc2)n(CCC#N)n1	2	-4%	1%	-4%	0%	-3	-1.6%	0%	4%
Cc1[nH]c2ccccc2c(=O)c1CN1CCCCC1	1	-15%	-1%	-2%	-1%	-4	0.0%	0%	2%
O=P(c1ccccc1)(c1ccccc1)N(c1ccccc1)c1ccccc1	0	-1%	-2%	0%	-5%	-7	-1.5%	-4%	-5%
COC(=O)c1nn(-c2ccc(C)cc2)c2nnc(Cc3ccccc3)c(=O)n12	0	-14%	2%	-4%	-3%	0	1.9%	1%	-4%
CCN(CC(=O)Nc1c(F)cccc1F)C(=O)Cc1c(C)nc2ccccc2c1C	-2	-10%	-10%	-4%	-2%	-7	2.2%	-2%	1%
CCOC(=O)C1CCCN(C(=O)C2CC(=O)N(c3ccc(C)cc3)C2)C1 (stereo not drawn)	6	-8%	3%	-2%	6%	0	0.4%	2%	-6%
COc1cccc(CN2CC(C(=O)NCCn3ccc(C)n3)CCC2=O)c1 (stereo not drawn)	6	-14%	10%	-1%	-9%	-5	1.1%	0%	-8%
CCOC(=O)c1oc2cc(O)ccc2c(=O)c1-c1ccccc1OC	-3	-7%	1%	0%	6%[57.1 µM]	-2&-7	-0.2%	2%	6%
O=C(Nc1ccc(Cl)cc1)Nn1cnnc1	3	-17%	14%	-5%	5%	-6	0.9%	-5%	7%
O=C(O)c1ccccc1-c1ccccc1C(=O)Nc1ccc2c(c1)C(=O)c1ccccc1-2	0	-6%	-7%	2%	3%[57.1 µM]	-13	/	-17%	-1%
COc1ccc(CCNC(=O)COC(=O)Cc2ccc(OC)cc2)cc1	1	-18%	1%	-5%	-4%	-8	0.0%	0%	-14%
Cc1ccc(OCc2nnc(SCC(=O)Nc3ccc4c(c3)OCO4)n2C)cc1	-1	-11%	3%	?	7%[57.1 µM]	-5	-0.7%	4%	2%
CCOc1ccc(CN2CCNC(=O)C2CC(=O)NCc2ccccn2)cc1 (stereo not drawn)	3	-17%	1%	0%	5%[57.1 µM]	13	0.6%	0%	4%
Cc1cccc(-n2ncc3c(N(C)Cc4ccccc4)ncnc32)c1	-4	?	1%	-1%	-6%	-1	-0.6%	-1%	0%
C=CCN1C(=O)C2(C(C(=O)c3ccc(C)o3)=C(O)C(=O)N2CCCN2CCOCC2)c2ccccc21 (stereo not drawn)	-16	-12%	8%	-5%	-5%	-2	3.9%	0%	1%
COc1ccc(C(=O)COC(=O)CCCC(=O)Nc2ccc(C(C)=O)cc2)cc1	-6	-23%	-5%	-1%	4%	-9	11%	0%	-13%
Clc1ccc(CNc2nc(N3CCOCC3)nc(N3CCOCC3)n2)cc1	6	-17%	9%	-6%	-6%	-6	1.0%	-5%	-13%
COc1cc(CN(C)C(=O)C2CCN(S(=O)(=O)c3cccs3)CC2)ccc1OC(F)F	0	-17%	0%	-1%	-7%	0	/	-1%	-11%
Cc1nc(SCc2nc3ccc(C(=O)c4ccccc4)cc3[nH]2)c2oc3ccccc3c2n1	-3	/	/	-3%	-4%[57.1 µM]	-5	/	-23%	-13%
CC(C)(C)c1ccccc1NC(=S)NC1CCCCC1	3	-8%	-1%	-2%	-2%	-6	1.6%	-1%	?
COC(=O)C1Cc2ccccc2CN1S(=O)(=O)c1ccc(C)cc1 (stereo not drawn)	-22	-21%	7%	4%	-2%[57.1 µM]	-3	0.9%	0%	0%
Cc1ccc(NC(=O)c2c(-c3c(F)cccc3Cl)noc2C)cc1F	-1	-24%	-2%	1%	5%[57.1 µM]	-2	-0.2%	-6%	5%
Cc1cc(C)cc(-n2c(C)cc(/C=N/NC(=O)CN(c3c(C)cccc3C)S(C)(=O)=O)c2C)c1	8	-5%	0%	1%	8%[57.1 µM]	-6	0.1%	-15%	1%
CC1CCCN(CC(O)COc2ccc(Cl)cc2)C1 (stereo not drawn)	0	-10%	-3%	-3%	7%	-11	-1.1%	0%	4%
C/C(=N\NC(=O)c1ccc(Cl)c(S(=O)(=O)Nc2ccccc2Cl)c1)c1ccncc1	1	-3%	0%	-3%	-1%	-8	-0.2%	0%	-1%

From PubChem

The list is partial; rates above refer to the full screens.
